TRPC6 activator: activates the mouse TRPC6 cation channel. Q61143. HEK293-TRPC6 membrane potential dye fluorescence; active compounds read high. B-score at 10 µM. 0.13% of 310,000 active;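 active = B-score of the integrated fluorescence ratio above library mean plus 3 SD, and starting fluorescence ratio within library mean plus 5 SD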;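 also: higher score means more depolarization so channel activation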
Target sequence (Q61143 whole entry, looked up): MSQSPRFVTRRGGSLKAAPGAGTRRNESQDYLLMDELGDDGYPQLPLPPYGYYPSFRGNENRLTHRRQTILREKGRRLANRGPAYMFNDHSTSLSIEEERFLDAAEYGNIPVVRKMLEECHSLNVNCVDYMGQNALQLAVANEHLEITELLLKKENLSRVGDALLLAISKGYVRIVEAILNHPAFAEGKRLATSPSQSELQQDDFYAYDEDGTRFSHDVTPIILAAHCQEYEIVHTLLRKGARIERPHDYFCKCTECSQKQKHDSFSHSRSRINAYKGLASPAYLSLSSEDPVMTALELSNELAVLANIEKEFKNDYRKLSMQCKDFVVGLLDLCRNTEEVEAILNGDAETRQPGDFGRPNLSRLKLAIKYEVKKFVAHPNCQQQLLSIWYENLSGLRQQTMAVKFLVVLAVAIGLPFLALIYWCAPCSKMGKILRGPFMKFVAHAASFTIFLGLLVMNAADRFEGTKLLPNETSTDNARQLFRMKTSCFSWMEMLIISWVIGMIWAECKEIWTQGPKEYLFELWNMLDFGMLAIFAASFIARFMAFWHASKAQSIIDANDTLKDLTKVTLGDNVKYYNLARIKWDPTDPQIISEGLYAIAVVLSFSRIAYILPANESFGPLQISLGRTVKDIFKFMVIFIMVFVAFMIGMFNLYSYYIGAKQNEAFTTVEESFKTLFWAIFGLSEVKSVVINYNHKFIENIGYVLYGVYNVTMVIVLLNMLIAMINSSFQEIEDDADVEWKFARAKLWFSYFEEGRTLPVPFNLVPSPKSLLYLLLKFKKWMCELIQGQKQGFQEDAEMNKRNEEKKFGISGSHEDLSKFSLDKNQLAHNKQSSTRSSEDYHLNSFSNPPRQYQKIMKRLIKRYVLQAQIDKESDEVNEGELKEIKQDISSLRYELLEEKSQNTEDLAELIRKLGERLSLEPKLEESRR
MrgX1 antagonist: antagonists of human MrgX1 receptor; Q96LB2; MRGX1-HEK293 calcium flux, Fluo-4, BAM8-22 antagonism; active compounds read low; B-score at 10 µM; 1.3% of 310,000 active; AID 588676;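 active = calcium-response B-score plate-corrected more than 3 library SD below zero, starting fluorescence within 5 deviations, no agonist response on first addition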;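 also: peak minus trough fluorescence over baseline after final BAM8-22 challenge near maximal dose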
SKKanGAS inh: SKKanGAS growth inhibition | S. pyogenes SKKanGAS, kanamycin growth, BacTiter-Glo, 6 h | inhibition, % at 7.5 µM | 1.3% of 300,000 active;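 active = mean replicate score, as percent of positive control median, at least 50; inconclusive = mean below 50 but one replicate at or above 50; inactive = mean and every replicate below 50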;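 also: strain carries kanamycin resistance gene driven by streptokinase promoter and grows in 40 µg/ml kanamycin; loss of luminescence reflects streptokinase promoter inhibition or plain growth inhibition; 0% = median of DMSO wells and 100% = positive control at its reference dose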
TRPC4 inh: blocks the mouse TRPC4 cation channel; B-score at 10 µM; 0.39% of 300,000 active; AID 2247; HEK293 TRPC4beta/mu-opioid, DAMGO-evoked Fluo4 calcium flux; active compounds read low; Q9QUQ5;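 active = B-score over 3 SD under the library average, no early fluorescence shift, positive overall ratio signal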
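Assay system: HEK293 cells with stable TRPC4beta plus mu-opioid receptor expression; Probe or stimulus: DAMGO in two steps, submaximal then maximal; Dosing: single-point compound dosing; Measured by: Fluo4 calcium-dye fluorescence, kinetic read; Read-out basis: B score from integrated Fluo4 fluorescence ratio.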
HIF activator: HIF pathway transcriptional activation. U2OS HRE-luciferase reporter, luminescence; normalized: DMSO 0%, desferrioxamine 100%. AID 1910. activation, % at 7.5 µM (by protocol). 0.32% of 300,000 active;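 active = mean activation of at least 10% of the iron chelator positive control signal, with at least half of replicates also reaching 10%; inconclusive = mean and replicate majority disagree about reaching 10%; inactive = mean and most replicates under 10%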
RGS4 act: RGS4 potentiation or activation; HEK293 M3R/inducible RGS4, carbachol calcium flux Fluo4; active compounds read low; B-score at 10 µM; 0.92% of 310,000 active; AID 463111;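 active = B-score of the integrated calcium signal more than 4 SD below the library mean, with starting fluorescence not abnormally high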;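 also: negative B-score means reduced calcium response which marks RGS4 activation or potentiation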
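test system = M3R-expressing HEK293 line, RGS4 induced by doxycycline | probe or stimulus = carbachol at ECmax as muscarinic agonist stimulus | timing = dye loading 30 min 37 °C, buffer rest 30 min RT | signal = calcium dye Fluo4 fluorescence | evaluation = B score from integrated fluorescence ratio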
RGS4 block: inhibitors of human RGS4; 0.45% of 310,000 active; B-score at 10 µM; HEK293 M3R/RGS4 inducible, Fluo-4 calcium flux; active compounds read high; triggered by carbachol at its EC20; AID 463165; P49798;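 active = B-score, a plate-corrected calcium signal, over three deviations above library mean, with baseline fluorescence within five deviations of library mean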;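 also: RGS4 expression induced by doxycycline in cells with stable M3 receptor; B-score is computed from the integrated fluorescence ratio over baseline after carbachol; higher B-score means a larger calcium signal and so more RGS4 inhibition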
Target sequence (P49798 whole entry, looked up): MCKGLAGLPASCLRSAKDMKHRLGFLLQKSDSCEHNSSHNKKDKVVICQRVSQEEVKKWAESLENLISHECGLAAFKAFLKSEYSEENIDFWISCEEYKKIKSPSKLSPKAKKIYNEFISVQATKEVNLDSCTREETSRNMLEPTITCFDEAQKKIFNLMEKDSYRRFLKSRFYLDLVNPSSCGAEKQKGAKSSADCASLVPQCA
MrgX1 ag: human MrgX1 receptor agonism, primary screen. B-score at 10 µM. MrgX1-HEK293 cells, Fluo-4 calcium fluorescence, agonist mode; active compounds read high. 0.44% of 310,000 active. Q96LB2;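 active = calcium response B-score plate-corrected fluorescence ratio at least 3 library SD, with starting fluorescence B-score inside 5 SD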
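Material: HEK293 cells stably expressing human MrgX1 receptor | Quantity: 15,000 cells per well | Times: Cells plated overnight, dye loaded 0.5 h 37 °C, 0.5 h room temperature | Measured by: Kinetic Fluo-4 NW fluorescence of intracellular calcium | Control set: Positive and negative controls per plate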
Platelet DG rel: platelet dense granule release activity; human platelet-rich plasma, SFLLRN dense granule ATP release, luminescence; inhibition, %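 (compounds screened at 7.5 µM in platelet-rich plasma)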; 0.22% of 300,000 active;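 active = mean replicate score, as percent of positive control, at or above 50; inconclusive = mean below 50 but at least one replicate at or above 50; inactive = mean and every replicate below 50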
TRPC6 inhibitor: mouse TRPC6 channel inhibition. HEK293-TRPC6, membrane potential dye, ACh-evoked depolarization; active compounds read low. B-score at 10 µM. 1.1% of 310,000 active. Q61143;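 active = B-score under library mean minus 3 SD, initial fluorescence not abnormally high, positive integrated signal ratio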;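 also: B-score derived from integrated fluorescence ratio over the kinetic read; more negative B-score means stronger inhibition of depolarization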
MrgX1 PAM: allosterically activates human MrgX1 receptor signaling. Q96LB2. MrgX1-HEK293, Fluo-4 calcium flux, FDSS; active compounds read high. B-score at 10 µM. 0.63% of 310,000 active;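 active = plate-corrected calcium response at least 3 library SD above typical, normal starting fluorescence, not activating the receptor alone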;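 also: compound read alongside a low EC10 to EC30 dose of BAM8-22 agonist; peak minus trough fluorescence over baseline measured at the second addition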
* hit, by the source's call; i = inactive; ? = inconclusive; nt = not tested or not shown.

SMILES | TRPC6 activator | MrgX1 antagonist | SKKanGAS inh | TRPC4 inh | HIF activator | RGS4 act | RGS4 block | MrgX1 ag | Platelet DG rel | TRPC6 inhibitor | MrgX1 PAM
COC(=O)c1ccccc1NC(=O)C1CCCO1 (centres undefined) | i | i | -5 | i | -27 | i | i | i | -36 | i | i
CCC(C)Sc1cc(-c2nc3ccc(C)cn3c2NCc2ccccc2)ccc1OC (centres undefined) | i | i | 74* | i | -0.9 | i | i | i | -3 | i | i
COc1cccc2c1-c1c(O)cccc1C2=O | i | i | 0 | i | -0.5 | i | i | i | -1 | i | i
CC(=O)c1ccc(N2CCN(C(=O)c3ccc4c(=O)n(-c5ccccc5)c(=O)[nH]c4c3)CC2)cc1 | i | i | -5 | i | 1.3 | i | i | i | -1 | i | i
Fc1ccc(CNCc2ccccc2C(F)(F)F)cc1 | i | i | -12 | i | 1.1 | i | i | i | -19 | i | i
Cc1cc(C)c2cc(C#N)c(NCCNC(=S)NCCCN3CCOCC3)nc2c1 | i | i | 17 | i | -0.3 | i | i | i | 2 | i | i
O=C(CCc1nnc2ccc(NCc3ccco3)nn12)Nc1ccc(F)cc1 | i | i | 0 | i | 0.0 | i | i | i | 18 | i | i
Cc1ccc(Nc2nc(=O)c3cccnc3s2)cc1 | i | i | 1 | i | 2.4 | i | i | i | 1 | i | i
CCC(c1nnc(SCC(=O)Nc2cc(S(C)(=O)=O)ccc2Cl)n1Cc1ccccc1)N(C)C (centres undefined) | i | i | -5 | i | -0.5 | i | i | i | -3 | i | i
COC(=O)COc1ccc(NC(=O)Cn2nc(-c3ccccc3)c3ccccc3c2=O)cc1 | i | i | -4 | i | -0.3 | i | i | i | 1 | i | i
Cc1cnc(NC(=O)COc2ccccc2)s1 | i | i | -1 | i | 2.1 | i | i | i | 4 | i | i
CN1CCC(=O)N([C@H](CO)c2ccccc2)CC1 | i | i | -2 | i | -0.2 | i | i | i | -1 | i | i
Cc1nn(C)cc1C1Nc2ccccc2C(=O)N1O (centres undefined) | i | i | 7 | i | 0.7 | i | i | i | -6 | i | i
CC(=O)N1CCc2c(sc(NC(=O)C3CCCN3S(=O)(=O)c3cccs3)c2C#N)C1 (centres undefined) | i | i | 0 | i | 0.0 | i | i | i | 1 | i | i
Cc1ccnc(NS(=O)(=O)c2ccc(NC(=O)c3ccc(C)o3)cc2)n1 | i | i | 1 | i | -3.1 | i | i | i | 3 | i | i
COc1ccc(N(C)S(=O)(=O)c2ccc3c(c2)CCN3C(=O)C2CC2)c(OC)c1 | i | i | 7 | i | -0.4 | i | i | i | -2 | i | i
CC1CN(c2ccc([N+](=O)[O-])cc2C(=O)N2CCOCC2)CC(C)N1 (centres undefined) | i | i | 3 | i | 0.0 | i | i | i | -6 | i | i
O=C(O)CC(c1cccc2ccccc12)N1Cc2ccccc2C1=O (centres undefined) | i | i | 1 | i | 0.3 | i | i | i | -2 | i | i
CC(=O)n1c2ccccc2c2ccccc21 | i | i | -2 | i | 0.0 | i | i | i | 0 | i | i
O=C(Cc1cccs1)N1CCC(c2nc3c(nnn3Cc3ccccc3Cl)c(=O)[nH]2)CC1 | i | i | 4 | i | -0.1 | i | i | i | 1 | i | i
CCC(=O)c1ccc(OCCN2CCOCC2)cc1 | i | i | -11 | i | 0.1 | i | i | i | -9 | i | i
CC(=O)c1c(C)[nH]c(C(=O)CSc2nc3ccccc3c(=O)n2CCCN2CCOCC2)c1C | i | i | 2 | i | -0.3 | i | i | i | 0 | i | i
CSCC(=O)N1CCC(n2nccc2NC(=O)CCc2ccccc2)CC1 | i | i | 4 | i | -0.1 | i | i | i | 7 | i | i
Clc1ccc(-c2nc(NCCN3CCOCC3)c3ccccc3n2)cc1 | i | i | 12 | i | 0.8 | i | i | i | -3 | i | i
CCOC(=O)Cn1c(=NC(=O)c2sc3ccccc3c2Cl)sc2cc(S(N)(=O)=O)ccc21 | i | i | 6 | i | nt | i | i | i | 0 | i | i
NC(=O)C1CCN(C(=O)c2cc3n(n2)C(C(F)(F)F)CC(c2ccco2)N3)CC1 (centres undefined) | i | i | 3 | i | 0.2 | i | i | i | -9 | i | i
Cc1ccc(S(=O)(=O)N2CCOCC2)cc1C(=O)NC1CCCCC1 | i | i | -4 | i | -0.3 | i | i | i | -38 | i | i
CC(C)Cn1c(N)c(C(=O)COC(=O)/C=C/c2ccccc2)c(=O)n(C)c1=O | i | i | -2 | i | -0.2 | i | i | i | -8 | i | i
CCSc1nc2ccc(OC)cc2cc1C#N | i | i | 0 | i | 0.5 | i | i | i | -2 | i | i
CCN(CC)CC#CCOC(c1ccccc1)c1ccccc1 | i | i | 12 | i | 0.6 | -9.2* | i | i | 6 | i | i
CCN1CCN(C(=O)Nc2cccc3ccccc23)CC1 | i | i | -4 | i | 0.3 | i | i | i | -2 | i | i
Cc1cc(C)nc(N2CCCC(C(=O)Nc3ccc4nc(C)c(C)nc4c3)C2)n1 (centres undefined) | i | i | 15 | i | -0.7 | i | i | i | 11 | i | i
CC(C)n1c(C(O)c2ccc3c(c2)OCO3)nc2ccccc21 (centres undefined) | i | i | -8 | i | 0.0 | i | i | i | 2 | i | i
O=C(O)Cc1csc(-c2cccc(F)c2)n1 | i | i | -3 | i | -0.1 | i | i | i | 15 | i | i
Cc1cccc(OCCSc2nncn2C)c1 | i | i | 12 | i | 1.9 | i | i | i | -7 | i | i
O=C(c1ccccc1)N1CCN(C2CC(=O)N(CCc3ccccc3)C2=O)CC1 (centres undefined) | i | i | -9 | i | 0.2 | i | i | i | -3 | i | i
Cc1nn2c(NCc3ccccn3)c3c(nc2c1-c1ccccc1)CCC3 | i | i | 42 | i | -1.3 | i | i | i | 28 | i | i
CCC(=O)N1C(C(=O)NCc2ccc(OC)cc2)CSC1c1ccc(OC)cc1 (centres undefined) | i | i | -1 | i | nt | i | i | i | 11 | i | i
CCC(C)N(C(=O)Cn1nnc2ccccc21)C(C(=O)Nc1ccc(F)cc1)c1cccc(OC)c1 (centres undefined) | 14* | i | 3 | i | -0.6 | i | i | i | -5 | i | i
CS(=O)(=O)NCc1nnc(SCc2ccc(C(F)(F)F)cc2)o1 | i | i | -2 | i | 0.0 | i | i | i | 0 | i | i
CC(=O)Nc1ccc(Sc2ncccc2C(=O)Nc2ccc(F)cc2)cn1 | i | i | 3 | i | 0.1 | i | i | i | -15 | i | i
CC(=O)Nc1sc(N/N=C\c2ccc(O)cc2)nc1-c1cccs1 | i | i | 3 | i | 0.7 | i | i | i | -2 | i | i
COCCn1c(SCC(=O)NNC(=O)c2ccccc2)nc2ccccc2c1=O | i | i | -3 | i | -0.5 | i | i | i | 7 | i | i
COc1cc(C(=S)N2CCCC2)cc(OC)c1OS(=O)(=O)c1ccc(NC(C)=O)cc1 | i | i | -18 | i | 0.1 | i | i | i | 0 | i | i
Cc1nc2ccccc2c(=O)n1/N=C/c1ccc(O)cc1 | i | i | -6 | i | -0.4 | i | i | i | 4 | i | i
COCC(=O)Nc1nc2ccccc2s1 | i | i | 5 | i | 1.6 | i | i | i | -1 | i | i
Cc1cccc(N2CCN(C(=O)NC3CCCCC3)CC2)c1C | i | i | 4 | i | 0.1 | i | i | i | 0 | i | i
O=C(NCc1ccc2c(c1)OCO2)Nc1ccc(F)cc1 | i | i | ? | i | 2.0 | i | i | i | 18 | i | i
CCOC1CCCCC1NS(=O)(=O)c1ccc(Cl)cc1 (centres undefined) | i | -6.4* | 3 | i | -0.1 | i | i | i | 6 | i | i
COc1cc(C2=CCN(C(C)=O)CC2)ccc1OC(C)=O | i | i | -1 | i | -0.5 | i | i | i | 4 | i | i

Some of the entries so far, comma-delimited.
molecule,TRPC6 activator,MrgX1 antagonist,SKKanGAS inh,TRPC4 inh,HIF activator,RGS4 act,RGS4 block,MrgX1 ag,Platelet DG rel,TRPC6 inhibitor,MrgX1 PAM
CCSc1nc2ccc(OC)cc2cc1C#N,i,i,0,i,0.5,i,i,i,-2,i,i
CCN(CC)CC#CCOC(c1ccccc1)c1ccccc1,i,i,12,i,0.6,-9.2*,i,i,6,i,i

(listing goes on)
SMILES | TRPC6 activator | MrgX1 antagonist | SKKanGAS inh | TRPC4 inh | HIF activator | RGS4 act | RGS4 block | MrgX1 ag | Platelet DG rel | TRPC6 inhibitor | MrgX1 PAM
COc1ccc(CN2CCN(Cc3cccc(Oc4ccccc4)c3)CC2)c(OC)c1OC | i | i | -2 | i | -2.0 | i | i | i | 5 | i | i
CC(C)C(C)NC(=O)COC(=O)/C=C/c1ccc(S(=O)(=O)N2CCc3ccccc32)cc1 (centres undefined) | i | i | 42 | i | -0.2 | i | i | i | 0 | i | i
Cc1ccc(CN(C)CC(=O)Nc2ccc3c(c2)CCC3)cc1 | i | i | 1 | i | -0.3 | i | i | i | 5 | i | i
O=C(O)c1ccccc1N/N=C/c1cc(Br)cc(Br)c1O | i | -6.4* | 58* | -9* | 2.6 | i | i | i | 4 | -6.5* | i
COc1ccc(Oc2cn[nH]c2-c2ccc(O)cc2O)cc1 | i | i | -1 | i | -0.4 | i | i | i | -2 | i | i
Cc1c(Br)c([N+](=O)[O-])nn1CC(=O)Nc1nccs1 | i | i | 3 | i | -0.1 | i | i | i | 0 | i | i
CCOc1cc(CNCc2ccncc2)cc(Cl)c1OC | i | i | 0 | i | -0.6 | i | i | i | 9 | i | i
Cc1ccc(C(=O)C(C)OC(=O)CN2C(=O)NC3(CCCC3)C2=O)cc1 (centres undefined) | i | i | -17 | i | 1.6 | i | i | i | 6 | i | i
CCOC(=O)c1sc(N(Cc2ccccc2)C(=O)CSc2ncn[nH]2)nc1C | i | i | 2 | i | 1.8 | i | i | i | -1 | i | i
Cc1ccccc1NCc1ccccc1O | i | i | 1 | i | -0.1 | i | i | i | 5 | i | i
COc1cccc(Nc2nc3ccccc3nc2NS(=O)(=O)c2cccs2)c1 | i | i | 17 | i | -0.8 | i | i | i | -8 | i | i
Cc1nonc1OCCn1c([N+](=O)[O-])cnc1C | i | i | -14 | i | 0.0 | i | i | i | -8 | i | i
O=C1c2cccnc2C(=O)N1CNc1ccc(Cl)cc1 | i | i | 4 | i | 5.3 | i | i | i | 4 | i | i

Hits appear at their usual frequency. About 6.1% of those tested had a hit in this group.
